aDG glyco up = increases alpha dystroglycan glycosylation | Pro5-aDG cells, alpha-DG glycosylation AlphaScreen (IIH6); 0% Pro5, 100% B10-LARGE cell signal | activation, % at 10 µM | 0.22% of 360,000 active | AID 624168;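 active = activation of at least 8% versus controls, or a plate z-score of at least 8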;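 also: Pro5 are CHO cells carrying HIG-tagged alpha-DG that lacks glycosylation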
NR2E3 ag-1 = NR2E3 (human) agonism. GST-NR2E3/biotin-RetCOR TR-FRET, 1536-well. inhibition of corepressor binding, % at 4.78 µM. 0.12% of 320,000 active. AID 2300;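 active = percent inhibition above the cutoff of mean plus 3 SD of all tested compounds, set per screening campaign, cut at about 20% in these data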;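 also: 0% = DMSO wells and 100% = biotin wells as full block of FRET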
Target sequence (Q9Y5X4 whole entry, looked up): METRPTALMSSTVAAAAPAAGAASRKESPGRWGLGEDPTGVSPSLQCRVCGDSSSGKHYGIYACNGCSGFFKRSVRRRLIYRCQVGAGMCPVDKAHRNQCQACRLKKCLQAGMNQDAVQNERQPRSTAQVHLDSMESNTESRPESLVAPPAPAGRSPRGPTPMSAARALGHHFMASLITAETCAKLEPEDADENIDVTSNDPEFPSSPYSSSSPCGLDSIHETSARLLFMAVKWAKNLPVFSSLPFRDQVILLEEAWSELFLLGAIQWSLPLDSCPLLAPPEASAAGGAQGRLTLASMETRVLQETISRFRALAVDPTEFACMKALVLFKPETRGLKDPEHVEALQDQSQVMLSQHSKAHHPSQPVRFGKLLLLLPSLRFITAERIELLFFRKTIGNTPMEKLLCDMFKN
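System: GST-tagged NR2E3 plus biotinylated RetCOR corepressor; Amount: 1.35 nM GST-tagged NR2E3 final; Dosing: single nominal compound dose of 4.8 µM; Schedule: 5 h incubation at 4 °C; Technique: TR-FRET with europium anti-GST and streptavidin-D2, 340 nm excitation; Controls: biotin wells as high control, 0.6% DMSO wells as low control.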
CaV13 ICDI inh = Primary screen for inhibitors of IQ motif and Ca2+-dependent inactivation inhibitor domain binding in CACNA1D, Förster resonance energy transfer in living cells, …. HEK cells, CFP/YFP FRET ICDI-IQ, plate reader, 10 min; percent FRET-ratio fall versus neutral wells. inhibition, % at 12.3 µM. 0.098% of 340,000 active. AID 743397;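 active = mean replicate inhibition of at least 30% and at least 1% of replicates passing that level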;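 also: 0% = median of the neutral control wells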
Peg3 prom inh = Peg3 promoter activity inhibition | HeLa PEG-Prom luciferase reporter, luminescence, overnight | inhibition, % at 20 µM | 1.7% of 360,000 active;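 active = inhibition of at least 50% at 20 µM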
iPSC survival up = increases survival of single human iPS cells; hiPSC single-cell survival, ATPlite luminescence; 100% = ROCK inhibitor wells, 0% = DMSO; survival enhancement, % at 20 µM; 0.044% of 360,000 active; AID 602274; in the data active = survival enhancement above about 18%;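 also: cells exposed to compounds for 16 hours before the ATP read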
MITF TRPM1 inh = reduces MITF-dependent TRPM1 promoter luciferase signal | AID 488899 | 0.83% of 330,000 active | SK-MEL-5 TRPM1 promoter luciferase, 24 h | inhibition, % at 12.5 µM;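 active = mean inhibition across replicates of 60% or more, whatever share of single replicates reaches that level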; also: values of inactives mirror those of a sister screen read the other way
HIF-2a inh = blocks HIF-2a reporter activity. AID 624352. inhibition, % at 18.8 µM. 0.72% of 360,000 active. 786-0 RCC cells HIF-2a reporter, luciferase luminescence, overnight;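 active = inhibition of the luminescence signal of 40% or more relative to plate controls, in a single-dose primary screen at 18.75 µM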
Vif imaging = HIV Vif inhibition; HEK293T cells, Vif self-association by quenched fluorescence, imaging, 24 h; inhibition, % at 7.49 µM; 0.35% of 340,000 active; in the data active = inhibition above about 50%, passing the limit was not always enough; also: some results filed as inactive read as strong as hits
Exocytosis inh = blocks lytic granule exocytosis | TALL-104 LAMP-1 surface exposure, flow cytometry; cells stimulated with thapsigargin and PMA | inhibition, % at 10 µM | 0.66% of 360,000 active;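 active = inhibition above about 55%, limit read from the data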
NR2E3 ag-2 = human photoreceptor-specific nuclear receptor agonism; CHO-S Gal4-NCOR/VP16-NR2E3 two-hybrid, luciferase; inhibition of corepressor binding, % at 3.98 µM; Q9Y5X4; 0.35% of 360,000 active; AID 602229;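 active = inhibition above the mean of all tested compounds plus 3 SD, cut at about 70% in these data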;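 also: 0% = DMSO with NR2E3 transfected cells and 100% = cells lacking NR2E3 construct; higher means lower luciferase signal from less NR2E3 corepressor binding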
PDI turbidity = inhibitors of human protein disulfide isomerase; PDI insulin aggregation turbidity, A650, 90 min; P07237; 0.052% of 350,000 active; inhibition, % at 10 µM;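 active = mean inhibition across replicates of 30% or more, whatever share of single replicates reach that level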;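 also: absorbance from insulin aggregation driven by PDI reduction with DTT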
Target sequence (P07237 whole entry, looked up): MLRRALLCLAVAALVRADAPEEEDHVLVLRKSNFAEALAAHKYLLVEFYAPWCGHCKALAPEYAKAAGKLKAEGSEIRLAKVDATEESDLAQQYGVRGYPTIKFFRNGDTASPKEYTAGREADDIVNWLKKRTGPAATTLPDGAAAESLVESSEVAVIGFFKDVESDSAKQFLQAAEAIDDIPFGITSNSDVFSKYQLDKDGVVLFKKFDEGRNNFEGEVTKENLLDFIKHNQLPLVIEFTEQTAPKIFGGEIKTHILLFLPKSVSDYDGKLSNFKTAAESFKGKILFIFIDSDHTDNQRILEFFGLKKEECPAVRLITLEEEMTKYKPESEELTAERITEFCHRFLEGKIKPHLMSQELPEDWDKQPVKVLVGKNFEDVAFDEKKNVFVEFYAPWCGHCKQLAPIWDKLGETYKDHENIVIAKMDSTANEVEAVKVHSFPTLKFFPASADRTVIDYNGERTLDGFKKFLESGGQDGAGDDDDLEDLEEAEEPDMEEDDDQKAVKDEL
Starred values were filed as active, the others as inactive. Rows were taken by chance. About 3.5% of those tested had a hit in this group.

How did COc1cc(Cl)c(C)cc1NC(=O)COC(=O)C(NS(=O)(=O)c1ccc(Cl)cc1)C(C)O (configuration not stated) do in these assays?
aDG glyco up: -0.4; NR2E3 ag-1: 3; CaV13 ICDI inh: -5; Peg3 prom inh: 9; iPSC survival up: 0.5; MITF TRPM1 inh: -7; HIF-2a inh: 8; Vif imaging: -5; Exocytosis inh: 0; NR2E3 ag-2: -4; PDI turbidity: 13

How did NC(=O)C1=C[C@@H](C2CCCCC2)C[C@@H](OCc2ccc(CO)cc2)O1 do in these assays?
aDG glyco up: -0.1; NR2E3 ag-1: 4; CaV13 ICDI inh: -10; Peg3 prom inh: -79; iPSC survival up: -0.3; MITF TRPM1 inh: -20; HIF-2a inh: -62; Vif imaging: 4; Exocytosis inh: 10; NR2E3 ag-2: -10; PDI turbidity: 19

Results for COc1ccc(CCNC(=O)CN(c2ccccc2)S(C)(=O)=O)cc1OC ?
aDG glyco up: 0.4; NR2E3 ag-1: 1; CaV13 ICDI inh: -5; Peg3 prom inh: 19; iPSC survival up: 1.5; MITF TRPM1 inh: -1; HIF-2a inh: 1; Exocytosis inh: 0; NR2E3 ag-2: -5; PDI turbidity: 10

How did CN(C)c1nc(SCC#N)nc(N2CCOCC2)n1 do in these assays?
aDG glyco up: 0.0; NR2E3 ag-1: 3; CaV13 ICDI inh: -5; Peg3 prom inh: -3; iPSC survival up: 2.2; MITF TRPM1 inh: -3; HIF-2a inh: 10; Vif imaging: 6; Exocytosis inh: 0; NR2E3 ag-2: -18; PDI turbidity: -5

What do the screens show for `CN(CC(=O)Nc1ccccc1Oc1ccccc1)Cc1ccccc1F`?
aDG glyco up: 0.1; NR2E3 ag-1: -2; CaV13 ICDI inh: -17; Peg3 prom inh: 19; iPSC survival up: 1.8; MITF TRPM1 inh: 14; HIF-2a inh: 31; Vif imaging: -6; Exocytosis inh: 42; NR2E3 ag-2: 5; PDI turbidity: -1

What do the screens show for `O=C(Nc1cc(Cl)ccc1N1CCCC1)C1=NN(c2ccccc2)C(=O)CC1`?
aDG glyco up: -0.2; NR2E3 ag-1: -2; CaV13 ICDI inh: -7; Peg3 prom inh: 12; iPSC survival up: -0.3; MITF TRPM1 inh: -2; HIF-2a inh: 16; Vif imaging: 11; Exocytosis inh: 20; NR2E3 ag-2: -10; PDI turbidity: -1

What do the screens show for `O=C(O)CCn1c(=O)c2ccccc2c2ccccc2c1=O`?
aDG glyco up: -0.1; NR2E3 ag-1: -2; Peg3 prom inh: -11; iPSC survival up: -0.7; MITF TRPM1 inh: -4; HIF-2a inh: 4; Vif imaging: -6; Exocytosis inh: 10; NR2E3 ag-2: -23; PDI turbidity: 0

What do the screens show for `O/N=C(/c1ccc(Cl)cc1)C1CC1c1ccccc1` (configuration not stated)?
aDG glyco up: -0.2; NR2E3 ag-1: 1; CaV13 ICDI inh: -4; Peg3 prom inh: -64; iPSC survival up: 0.6; MITF TRPM1 inh: -22; HIF-2a inh: -84; Vif imaging: -2; Exocytosis inh: -5; NR2E3 ag-2: -77; PDI turbidity: 6

Results for CC(=O)C[C@H](O)CC(=O)[C@@H]1OC(=O)CCCCCc2ccccc21 ?
aDG glyco up: 0.0; CaV13 ICDI inh: -3; Peg3 prom inh: -7; iPSC survival up: 0.0; MITF TRPM1 inh: -1; HIF-2a inh: 7; Vif imaging: -1; Exocytosis inh: 0; NR2E3 ag-2: 10; PDI turbidity: 16

What do the screens show for `COc1cccc(CSc2ccc(S(=O)(=O)N3CCOCC3)cc2C(=O)NCC2CCCO2)c1OC` (configuration not stated)?
aDG glyco up: 0.1; NR2E3 ag-1: 3; CaV13 ICDI inh: -1; Peg3 prom inh: 6; iPSC survival up: -0.3; MITF TRPM1 inh: 9; HIF-2a inh: 20; Vif imaging: 3; Exocytosis inh: 0; NR2E3 ag-2: -13; PDI turbidity: 5

Results for CCOc1cccc(CN2CCC(CCC(=O)NC3CC3)CC2)c1O ?
aDG glyco up: 0.0; NR2E3 ag-1: 2; CaV13 ICDI inh: -20; Peg3 prom inh: 3; iPSC survival up: -0.1; MITF TRPM1 inh: -4; HIF-2a inh: 19; Vif imaging: 13; Exocytosis inh: -6; NR2E3 ag-2: -13; PDI turbidity: 1

What do the screens show for `O=C(N/N=C1\C(=O)c2cccc3cccc1c23)c1ccc(O)cc1`?
aDG glyco up: 0.5; NR2E3 ag-1: 4; Peg3 prom inh: -121; iPSC survival up: -0.6; MITF TRPM1 inh: -34; HIF-2a inh: -67; Vif imaging: 3; Exocytosis inh: -2; NR2E3 ag-2: -11; PDI turbidity: 3

Results for CCC(CC)c1nnc(NC(=O)CSCc2c(C)noc2C)s1 ?
aDG glyco up: 0.3; CaV13 ICDI inh: -6; Peg3 prom inh: -14; iPSC survival up: 0.2; HIF-2a inh: -10; Vif imaging: -12; Exocytosis inh: -7; NR2E3 ag-2: -20; PDI turbidity: 3

What do the screens show for `CCCCCC(=O)N/N=C/c1ccc([N+](=O)[O-])o1`?
aDG glyco up: 0.9; NR2E3 ag-1: -1; CaV13 ICDI inh: -8; Peg3 prom inh: -9; iPSC survival up: -0.2; MITF TRPM1 inh: 35; HIF-2a inh: -62; Vif imaging: 31; Exocytosis inh: 0; NR2E3 ag-2: -24; PDI turbidity: 1

What do the screens show for `Cc1ccc(C2CC(c3cccs3)=NN2S(=O)(=O)c2ccc(C)cc2)cc1` (configuration not stated)?
aDG glyco up: 0.3; NR2E3 ag-1: -1; CaV13 ICDI inh: -3; Peg3 prom inh: 5; iPSC survival up: -0.5; MITF TRPM1 inh: 5; HIF-2a inh: 13; Vif imaging: -2; Exocytosis inh: 0; NR2E3 ag-2: -17; PDI turbidity: -3

What do the screens show for `O=C(CSc1ccc(-c2ccccn2)nn1)c1ccccc1`?
aDG glyco up: 0.3; NR2E3 ag-1: 7; CaV13 ICDI inh: 1; Peg3 prom inh: -110; iPSC survival up: -0.1; MITF TRPM1 inh: -47; HIF-2a inh: -214; Vif imaging: 7; Exocytosis inh: -2; NR2E3 ag-2: -87; PDI turbidity: 1

How did C[C@H](CO)N1C[C@H](C)[C@@H](CN(C)S(=O)(=O)c2cccs2)Oc2c(NS(=O)(=O)c3ccccc3)cccc2C1=O do in these assays?
aDG glyco up: -0.1; CaV13 ICDI inh: -11; Peg3 prom inh: -4; iPSC survival up: -4.8; MITF TRPM1 inh: -2; HIF-2a inh: 0; Exocytosis inh: -1; NR2E3 ag-2: 32; PDI turbidity: 6

How did C[C@@H]1CCCCO[C@H](CN(C)Cc2ccc(Cl)c(Cl)c2)[C@@H](C)CN([C@H](C)CO)C(=O)c2cc(N(C)C)ccc2O1 do in these assays?
aDG glyco up: -0.1; CaV13 ICDI inh: -5; Peg3 prom inh: 2; iPSC survival up: -1.6; HIF-2a inh: -6; Vif imaging: 2; Exocytosis inh: -10; NR2E3 ag-2: -13; PDI turbidity: 6

Results for COc1ccc(NC(=O)c2ccc(COCC(F)(F)C(F)F)cc2)cc1OC ?
aDG glyco up: 0.4; NR2E3 ag-1: -1; CaV13 ICDI inh: -5; Peg3 prom inh: -22; iPSC survival up: -1.9; MITF TRPM1 inh: -6; HIF-2a inh: -8; Vif imaging: 0; Exocytosis inh: 0; NR2E3 ag-2: -16; PDI turbidity: 10

What do the screens show for `CCS(=O)(=O)Nc1ccc(Cc2ccc(NS(=O)(=O)CC)cc2)cc1`?
aDG glyco up: 0.1; NR2E3 ag-1: 1; CaV13 ICDI inh: -5; Peg3 prom inh: 22; iPSC survival up: -0.8; MITF TRPM1 inh: -1; HIF-2a inh: -6; Exocytosis inh: -2; NR2E3 ag-2: 39; PDI turbidity: -1

How did C1CC2CN(c3nc4nonc4nc3N3CCSCC3)CCN2C1 (configuration not stated) do in these assays?
aDG glyco up: -0.1; NR2E3 ag-1: 1; CaV13 ICDI inh: -2; Peg3 prom inh: 15; iPSC survival up: -0.5; MITF TRPM1 inh: 10; HIF-2a inh: 4; Vif imaging: 1; Exocytosis inh: -2; NR2E3 ag-2: -23; PDI turbidity: 6

Results for CC1CCCN(S(=O)(=O)c2ccc(NC(=O)C3CCN(C(=O)c4ccco4)CC3)cc2)C1 (configuration not stated) ?
aDG glyco up: 0.3; NR2E3 ag-1: -1; CaV13 ICDI inh: -5; Peg3 prom inh: 11; iPSC survival up: -0.6; MITF TRPM1 inh: 5; HIF-2a inh: 34; Vif imaging: -27; Exocytosis inh: 1; NR2E3 ag-2: 11; PDI turbidity: -13

How did CC(C)(C)OC(=O)NCc1ccc(NC(=O)c2nc[nH]c2C(=O)Nc2cc(Br)ccc2F)cc1 do in these assays?
aDG glyco up: -0.4; CaV13 ICDI inh: -7; Peg3 prom inh: 14; iPSC survival up: 2.2; HIF-2a inh: -1; Vif imaging: -1; Exocytosis inh: 1; NR2E3 ag-2: 18

Results for COc1cc2c(cc1OC)C(SC)=NC(C)(C)C2 ?
aDG glyco up: 0.5; NR2E3 ag-1: 2; CaV13 ICDI inh: -7; Peg3 prom inh: 36; iPSC survival up: -1.3; MITF TRPM1 inh: 24; HIF-2a inh: 8; Exocytosis inh: -4; NR2E3 ag-2: 4; PDI turbidity: -3

Results for CC[C@@H](C)C(NC(=O)OC(C)(C)C)c1cn([C@@H](CCC(=O)OC(C)(C)C)C(=O)N2CCN(C(=O)OC(C)(C)C)CC2)nn1 (some centres not stated) ?
aDG glyco up: 0.3; NR2E3 ag-1: 2; CaV13 ICDI inh: -10; Peg3 prom inh: -10; iPSC survival up: -1.6; MITF TRPM1 inh: -2; HIF-2a inh: 4; Vif imaging: -2; Exocytosis inh: 1; NR2E3 ag-2: -4; PDI turbidity: 7

How did CC(C)CC1NC(=O)N(CC(=O)N2CCN(S(=O)(=O)c3ccc(Cl)cc3)CC2)C1=O (configuration not stated) do in these assays?
aDG glyco up: 0.1; NR2E3 ag-1: -1; CaV13 ICDI inh: -1; Peg3 prom inh: -1; iPSC survival up: 2.0; MITF TRPM1 inh: 6; HIF-2a inh: 28; Vif imaging: -12; Exocytosis inh: -2; NR2E3 ag-2: 11; PDI turbidity: -2

What do the screens show for `COc1ccc(C(=O)OCC(=O)NC(C)CCc2ccccc2)cc1` (configuration not stated)?
aDG glyco up: 0.0; NR2E3 ag-1: -2; CaV13 ICDI inh: -3; Peg3 prom inh: 5; iPSC survival up: -0.7; MITF TRPM1 inh: 11; HIF-2a inh: 9; Vif imaging: -8; Exocytosis inh: 1; NR2E3 ag-2: -23; PDI turbidity: 1

How did Cc1ccc(C(=O)N2CCCC(N(C)Cc3ccccc3)C2)s1 (configuration not stated) do in these assays?
aDG glyco up: 0.0; CaV13 ICDI inh: -6; Peg3 prom inh: 12; iPSC survival up: -0.5; MITF TRPM1 inh: -6; HIF-2a inh: 2; Vif imaging: -1; Exocytosis inh: 5; NR2E3 ag-2: -4; PDI turbidity: -1
